From PubChem BioAssay
FBPA Giardia inh: blocks Giardia fructose-bisphosphate aldolase activity. A8B2U2. purified Giardia FBPA. Potency, µM (titrated, usually from 59.6 µM), without a hit: at the top dose activity, negative = inhibition, usual class: inhibitors. hit rate 0.71% among 290,000; further: potency means the concentration at half of the fitted maximal effect; nearly all actives have a fitted effect of over 55% in size
Target sequence (A8B2U2 whole entry, looked up): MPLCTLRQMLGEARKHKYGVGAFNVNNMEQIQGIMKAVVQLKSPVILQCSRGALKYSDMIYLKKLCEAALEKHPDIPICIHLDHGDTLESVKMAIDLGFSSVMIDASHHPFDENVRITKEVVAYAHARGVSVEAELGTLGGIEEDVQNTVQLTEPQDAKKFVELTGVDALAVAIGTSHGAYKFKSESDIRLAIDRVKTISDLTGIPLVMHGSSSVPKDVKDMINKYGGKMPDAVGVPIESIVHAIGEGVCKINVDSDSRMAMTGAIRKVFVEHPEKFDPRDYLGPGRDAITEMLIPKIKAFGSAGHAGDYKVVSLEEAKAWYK
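Giardia FBPA (40 nM reagent) was preincubated 10 min at RT with compound (up to 57.5 uM final), then substrate plus GAPDH/TPI/NAD/arsenate coupling system with diaphorase/resazurin was added; resorufin fluorescence (525/598 nm) was read after 20 min.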
AMA1 RON2 block: AMA1-RON2 (P. falciparum) interaction inhibition. AlphaScreen AMA1-biotinylated RON2 peptide binding. Potency, µM (top dose mostly 58.2 µM), inactives show at the highest dose activity change, negative = inhibition, actives largely listed as inhibitors. hit rate 0.2% among 360,000. AID 720542;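 further: potency means the concentration at half of the fitted maximal effect; 0% = vehicle wells and -100% = peptide control; nearly all actives have a fitted effect of over 45% in size; some results filed as inactive show a strong effect at the top dose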
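AMA1 (3D7) with his tag at 25 nM final met compounds first, then biotinylated RON2 peptide at 25 nM; detection used donor plus acceptor beads, 10 µg/mL apiece, read by AlphaScreen after 30 min at room temperature.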
AmpC detergent: blocks E. coli AmpC beta-lactamase in detergent assay; hit rate 0.041% among 370,000; P00811; AID 485294; AmpC hydrolysis of nitrocefin, absorbance 480 nm, 0.01% Triton; Potency, µM (titrated, usually from 114 µM), for inactives: at the highest dose activity change, negative = inhibition, actives largely listed as inhibitors;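 further: potency means the concentration at half of the fitted maximal effect; 0% = no-compound wells and -100% = no-enzyme wells; nearly all actives have a fitted effect of over 25% in size; some results filed as inactive show a strong effect at the top dose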
Target sequence (P00811 whole entry, looked up): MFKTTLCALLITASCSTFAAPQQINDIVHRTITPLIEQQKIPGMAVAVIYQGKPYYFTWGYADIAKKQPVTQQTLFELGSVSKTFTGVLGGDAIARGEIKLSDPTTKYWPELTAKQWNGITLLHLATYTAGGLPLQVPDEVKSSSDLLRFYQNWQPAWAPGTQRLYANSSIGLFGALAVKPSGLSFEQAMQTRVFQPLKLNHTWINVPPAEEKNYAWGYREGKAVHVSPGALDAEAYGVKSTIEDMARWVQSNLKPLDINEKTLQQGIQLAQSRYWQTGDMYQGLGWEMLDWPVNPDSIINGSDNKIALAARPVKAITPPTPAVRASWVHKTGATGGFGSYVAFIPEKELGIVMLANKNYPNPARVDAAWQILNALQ
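20 mM phosphate pH 7.0 + 0.01% (detergent screen) or 0.0001% Triton X-100; 5.3 nM AmpC reagent; cpd preinc 15 min RT; nitrocefin (800 uM stock) to start; A480 q20 s × 4 min; Activity was normalised to no-enzyme and no-compound control wells.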
HCMV inh: human cytomegalovirus inhibition; HFF cells, HCMV-luciferase reporter, 72 h; hits give low values; activity change, negative = inhibition, % at 57.5 µM; hit rate 4.5% among 410,000; in the data active means activity change below about -60%; inconclusive means no clear call, values can overlap the other calls; inactive means above about -39%
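Human foreskin fibroblasts infected with luciferase-reporter HCMV at MOI 1 PFU/cell, compounds at two doses. Luciferase measured 72 h post infection; normalized to buffer-only basal and Salinomycin (10uM) controls.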
Sm TGR block: blocks Schistosoma mansoni thioredoxin glutathione reductase; Q962Y6; purified TGR, DTNB reduction, TNB absorbance 405 nm; Potency, µM (doses to about 114 µM), inactives show at the top dose activity change, negative = inhibition, usual class: inhibitors; hit rate 3% among 360,000; further: potency means the concentration at half of the fitted maximal effect; nearly all actives have a fitted effect of over 60% in size
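TGR 20 nM + NADPH 100 uM (dispensed conc.), cpd preinc 15 min RT; start with NADPH (500 uM addition) then DTNB (15 mM addition). Kinetic TNB absorbance, 405 nm filter. Four-parameter Hill fit across titration.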
AmpC no deterg: inhibitors of E. coli AmpC beta-lactamase without detergent; AmpC nitrocefin hydrolysis, absorbance 480 nm, 0.0001% Triton; Potency, µM (series often up to 57.1 µM), without a hit: at the highest dose activity change, negative = inhibition, most hits filed as inhibitors; hit rate 0.52% among 330,000;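 further: potency means the concentration at half of the fitted maximal effect; plate controls were no compound for no effect and no enzyme for full effect; nearly all actives have a fitted effect of over 20% in size; some results filed as inactive show a strong effect at the top dose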
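20 mM phosphate pH 7.0 + 0.01% (detergent screen) or 0.0001% Triton X-100; 5.3 nM AmpC reagent; cpd preinc 15 min RT; nitrocefin (800 uM stock) to start; A480 q20 s × 4 min; Activity was normalised to no-enzyme and no-compound control wells.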
The depositor's hits bear a star; u = inconclusive; x = no result given; [ ] = remark or other dose. Unless noted, the call rests on the fitted dose curve; in most records, active means well fitted curve in the direction sought with a large enough effect; inconclusive means small, poorly fitted or top-dose-only effect, or another doubt; inactive means no such curve, though single readings can be large; an effect the other way counts as inactive or inconclusive. Unless noted, on the % scale 0 is the no-effect control and ±100 the full control effect.

entry | molecule | FBPA Giardia inh | AMA1 RON2 block | AmpC detergent
1 | Nc1ccccc1-c1ccccc1N | -9% | 17% | -5%
2 | CN(C)CCCC(C)(O)C(Cc1ccccc1)c1ccccc1 (centres undefined) | -1% | -3% | u
3 | CC1Cc2cc(S(=O)(=O)N3CCN(c4ccccc4F)CC3)ccc2N1C(=O)C1CC1 (centres undefined) | 9% | -3% | 1%
4 | O=C(NC1CCCCCCC1)c1ccccc1O | -5% | 1% | u
5 | CCOc1cc(N2CCOCC2)c(OCC)cc1NC(=O)CN1C(=O)NC2(CCc3ccccc32)C1=O (centres undefined) | -4% | 0% | u
6 | O=C(CSc1nc2ccc(Cl)cc2[nH]1)c1cccs1 | -27% | 17% | 9%
7 | COc1ccc(-n2c(SCC(=O)Nc3ncc(Cl)cc3Cl)nc3ccccc32)cc1 | -13% | x | -8%
8 | COc1ccc(-c2sc3ccc(N4CCOCC4)cc3c2C#CC2(O)CCCCC2)cc1 | x | -10% | x
9 | CCN(CC(=O)Nc1ccccc1OC)C(=O)C1CCCC1 | x | 6%[11.6 µM] | 6%
10 | CC1CN(Cc2cn(C)nc2-c2ccc(Oc3ccccc3)cc2)CCN1C (centres undefined) | -1% | -1% | -1%
11 | Cc1ccc(NC(=S)NCCN2CCOCC2)cc1C | 1% | -1% | -13%
12 | COc1ccc(NC(=S)Nc2ccccc2SC)c(OC)c1 | -17% | 25% | -5%
13 | CN1N=C(C(C)(C)C)CC1=O | u | 14% | -3%
14 | CNC(=O)c1c(Br)cnn1-c1ccc(C)cc1 | 8% | 1% | 6%
15 | CCOC(=O)C1CCN(C(=O)N2CCOCC2)CC1 | 5% | -9% | 2%

entry | HCMV inh | Sm TGR block | AmpC no deterg
1 | u | 0% | -18%
2 | -38 | -6% | 11%
3 | -25 | 9% | 22%
4 | 91 | -24% | -37%
5 | 49 | 6% | 116%[activator]
6 | 0 | -32% | -30%
7 | x | -2% | -32%
8 | 64 | x | 68%[activator]
9 | u | -9% | -5%
10 | -24 | x | 165%[activator]
11 | 26 | -28% | -18%
12 | 2 | -31% | -12%
13 | u | 0% | -13%
14 | 32 | 21% | -13%
15 | 10 | 9% | -17%

(continued)
entry | molecule | FBPA Giardia inh | AMA1 RON2 block | AmpC detergent
16 | CC(=O)N1CCC(N2CCN(Cc3ccc(C)cc3)C(CCO)C2)CC1 (centres undefined) | -1% | -8% | 7%
17 | CCCOc1ccccc1C(=O)N(Cc1cccc(Br)c1)C1CCS(=O)(=O)C1 (centres undefined) | x | -3% | -5%
18 | Fc1ccc(-n2cc(-c3ccccc3)c3c(NCCc4ccccc4)ncnc32)cc1 | x | x | -4%
19 | Cc1ccc2c(ccc(=S)n2C)c1 | -8% | u | -9%
20 | Cc1ccc(CN2CC(C(=O)N3CCN(S(=O)(=O)c4ccccc4)CC3)CC2=O)cc1 (centres undefined) | x | 2% | u
21 | CCN(CC)S(=O)(=O)c1cccc(NC(=O)COC(=O)c2n[nH]c(=O)c3ccccc23)c1 | 1% | 11% | -12%
22 | CC(=O)N1N=C(c2ccc(NS(=O)(=O)c3ccccc3)cc2)CC1c1ccco1 (centres undefined) | x | -10% | 3%
23 | CCOC(=O)c1c(NC(=O)CSc2nnc(C)s2)sc2c1CCCCC2 | 4% | -18% | -11%
24 | O=[N+]([O-])c1ccc(C2CCCC/C2=N/OCc2ccc(F)cc2)c([N+](=O)[O-])c1 (centres undefined) | -20% | u | u
25 | O=c1oc2ccccc2c(O)c1CN1CCCCC1 | 2% | 25% | u
26 | Cc1ccc(-c2nn3c(=O)cc(CN4CCN(C(=O)COc5ccc(C)c(C)c5)CC4)nc3s2)cc1 | x | x | 10%
27 | Cc1ccc(-c2nnnn2CS(=O)(=O)c2ccccc2)cc1 | 4% | 10% | -3%
28 | CC(=O)N1CCN(c2ccc(NC(=O)c3cc4ccccc4o3)cc2)CC1 | -11% | -8% | -4%
29 | Cc1ccc(C)c(S(=O)(=O)N2CCN(C(=O)c3ccc(C)s3)CC2)c1 | x | 0% | -5%
30 | O=C(CC12CC3CC(CC(C3)C1)C2)Nc1ccc2c(c1)COC2=O | 1% | -5% | -9%

entry | HCMV inh | Sm TGR block | AmpC no deterg
16 | 39 | x | -7%
17 | -32 | 1% | 100%[activator]
18 | -19 | 5% | x
19 | -9 | 7% | -55%
20 | u | u | 88%[activator]
21 | 5 | 5% | 28µM*
22 | -19 | -9% | -38%
23 | 13 | -23% | 33%
24 | -14 | 0% | -34%
25 | -23 | -18% | -21%
26 | 6 | -1% | x
27 | 4 | 7% | -12%
28 | 0 | 3% | 23%
29 | -35 | 1% | 11%
30 | 172 | 13% | -21%

Given field by field: two of the compounds above.
2: CN(C)CCCC(C)(O)C(Cc1ccccc1)c1ccccc1 (centres undefined)
  FBPA Giardia inh = -1%
  AMA1 RON2 block = -3%
  AmpC detergent = u
  HCMV inh = -38
  Sm TGR block = -6%
  AmpC no deterg = 11%
3: CC1Cc2cc(S(=O)(=O)N3CCN(c4ccccc4F)CC3)ccc2N1C(=O)C1CC1 (centres undefined)
  FBPA Giardia inh = 9%
  AMA1 RON2 block = -3%
  AmpC detergent = 1%
  HCMV inh = -25
  Sm TGR block = 9%
  AmpC no deterg = 22%

An excerpt of these results, with values under each structure:
Sequence of screens – FBPA Giardia inh, AMA1 RON2 block, AmpC detergent, HCMV inh, Sm TGR block, AmpC no deterg
29) Cc1ccc(C)c(S(=O)(=O)N2CCN(C(=O)c3ccc(C)s3)CC2)c1
 : x, 0%, -5%, -35, 1%, 11%
21) CCN(CC)S(=O)(=O)c1cccc(NC(=O)COC(=O)c2n[nH]c(=O)c3ccccc23)c1
 : 1%, 11%, -12%, 5, 5%, 28µM*
23) CCOC(=O)c1c(NC(=O)CSc2nnc(C)s2)sc2c1CCCCC2
 : 4%, -18%, -11%, 13, -23%, 33%

Later entries.
entry | molecule | FBPA Giardia inh | AMA1 RON2 block | AmpC detergent
31 | COC(=O)c1c(C)oc2ccc(NS(=O)(=O)c3cccs3)cc12 | 0% | 5% | 3%
32 | O=C(c1ccco1)N1CCN(Cc2ccccc2Br)CC1 | u | -11% | -6%
33 | COc1ccc(-c2nn(-c3ccccc3)cc2CO)cc1OC | 8% | 0% | u
34 | COc1cccc(C2=C(C(C)=O)Sc3nncn3N2C(C)=O)c1 | x | x | 1%
35 | COCCN(C(=S)Nc1ccc(C)cc1C)C(C)c1cccs1 (centres undefined) | -4% | -3% | 0%
36 | Cc1ccc(C(=O)NCc2ccco2)cc1[N+](=O)[O-] | 1% | -24% | -9%
37 | CCCn1c2ccccc2c2cnn(CC(=O)NCCN(C)C)c(=O)c21 | 0% | -7% | 1%
38 | CSCCC(NS(=O)(=O)c1ccc(Cl)cc1)C(=O)OCC(=O)N(C(C)C)C(C)C (centres undefined) | 0% | -7% | -9%
39 | COc1ccc(C(=O)NNC(=S)NC(=O)c2cccs2)cc1 | u | 94%[activator] | 5%
40 | Clc1ccc(OCc2nn3c(-c4ccccc4)nnc3s2)c(Cl)c1 | -8% | 32%[activator] | -4%
41 | CCC(C)NC(=O)C(Cc1ccccc1)NS(=O)(=O)c1ccc2c(c1)CCC(=O)N2 (centres undefined) | x | -1% | 2%
42 | COCCCNC(=O)CSc1nc(-c2cccc(F)c2)[nH]c1-c1ccccc1 | x | x | -6%
43 | CCCc1nn2c(=O)cc(CSCC(=O)Nc3ccccc3OC)nc2s1 | 11% | 0% | u
44 | CCN(CC)c1ccc(C=Nc2ccccc2)c(O)c1 | u | -13% | -10%
45 | CN(C)C(CNC(=O)CSc1nc2sc3c(c2c(=O)n1C)CCCC3)c1ccccc1 (centres undefined) | x | 38%[activator] | 2%

entry | HCMV inh | Sm TGR block | AmpC no deterg
31 | -27 | 7% | -50%
32 | 73 | -3% | 2%
33 | 9 | 0% | 5%
34 | u | u | x
35 | -14 | 2% | -23%
36 | 16 | -22% | -18%
37 | -19 | -22% | 1%
38 | 1 | 2% | 57%
39 | 85 | 18% | -33%
40 | 6 | -4% | -14%
41 | -5 | -4% | -1%
42 | -28 | -7% | x
43 | -25 | -2% | 1%
44 | -5 | -10% | -9%
45 | -27 | -3% | 179%[activator]

Additional structures:
entry | molecule | FBPA Giardia inh | AMA1 RON2 block | AmpC detergent
46 | COc1cccc(-c2noc(COc3ccccc3Cl)n2)c1 | x | x | 1%
47 | Cc1ccc(Nc2nnc(SCC(=O)Nc3cccnc3Cl)s2)cc1C | -18% | 32%[activator] | -11%
48 | CCc1ccc(-c2nnn(CC(=O)N(C3CCCC3)C3CCS(=O)(=O)C3)n2)cc1 (centres undefined) | x | 18% | u
49 | Cc1cccn2c(=O)c3cc(C(=O)NC4CCCCC4)sc3nc12 | 0% | 19% | -16%
50 | CCC(C)(C)NC(=O)CN(C(=O)CCC(=O)Nc1nccs1)c1ccccc1C | -3% | -21% | 0%
51 | COc1ccc(C(=O)N(C)Cc2nc3ccccc3c(=O)[nH]2)cc1S(=O)(=O)N1CCCC1 | x | 38%[activator] | 4%
52 | Cc1cc(NC(=O)c2ccccc2Cl)ccc1NC(=O)c1ccccc1 | x | x | 17%
53 | COc1ccc(CNC(=O)N[C@@H](Cc2c[nH]c3ccccc23)C(=O)O)cc1 | -4% | 0% | -5%
54 | O=C(OC(C(=O)NCC1CCCO1)c1ccccc1F)c1ccco1 (centres undefined) | 1% | u | u
55 | Nc1nc(SCC(=O)Nc2ccc(Cl)cn2)n[nH]1 | 10% | 18% | -2%
56 | CCOC(=O)c1sc(=S)n(-c2ccccc2Cl)c1C | 3% | 1% | 10%
57 | CCn1c(=N)n(CC(O)COc2ccccc2)c2ccccc21 (centres undefined) | x | x | 0%
58 | N#Cc1c(-c2ccccc2)nc(SCC(=O)Nc2ccc(OC(F)(F)Cl)cc2)[nH]c1=O | 11% | -12% | -2%
59 | CC(C)NC(=O)c1cc(=O)n(C)c(=O)n1C | 0% | -10% | 4%

entry | HCMV inh | Sm TGR block | AmpC no deterg
46 | 43 | 13% | x
47 | -32 | 3% | -23%
48 | -24 | -13% | 46%
49 | -14 | -20% | -8%
50 | 13 | 5% | 11%
51 | 0 | -7% | -10%
52 | 1 | 57%[activator] | x
53 | 19 | 3% | -18%
54 | 25 | -26% | -21%
55 | -39 | 4% | -29%[11.4 µM]
56 | -12 | 0% | -11%
57 | -22 | -1% | x
58 | -2 | -28% | -27%
59 | -27 | 5% | 2%
